RSV CPE inhibition: inhibition of RSV-induced cytopathic effect – HEp-2 cells, primary 10 µM value included (AID 2391); HEp-2 cells, RSV-induced CPE inhibition; higher % means a stronger effect; CPE inhibition, % at 10 µM, or IC50 in µM where a hit was titrated; 310,000 compounds, 0.13% hits; in the data active = a potency from the dose series; inconclusive = CPE inhibition mostly from about 23% at the one dose, without a potency; inactive = the rest, 99 in 100 with CPE inhibition below about 21%; note: strong numbers were not always called active
LYP phosphatase: PTPN22 lymphoid phosphatase activity blockers – biochemical, fluorescence intensity, uHTS (AID 1779) | recombinant LYP phosphatase, fluorescence intensity; higher % means a stronger effect | inhibition, % at 11.5 µM, or IC50 in µM where a hit was titrated | 290,000 compounds, 0.054% hits; in the data active = inhibition above about 50%;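 note: plate controls were vehicle with enzyme for no effect and no enzyme for full effect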
K1F lysis inhibition: inhibition of K1F phage lysis, E. coli UTI89, bacterial capsule biogenesis inhibitors, alamar blue (AID 488966); E. coli UTI89 K1F phage lysis, alamar blue, 2 h; higher % means a stronger effect; one-dose inhibition, % at 100 µM; IC50 in µM for titrated hits; 340,000 compounds, 0.02% hits;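 active = phage lysis inhibition, versus mean bacterial control, above a set limit; inconclusive = no clear call, values can overlap the other calls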;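 note: capsule biogenesis inhibitors block K1F phage lysis so surviving cells raise fluorescence; higher fluorescence means more inhibition of phage lysis; actives were called in the ten point dose series up to 300 µM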
WT yeast gro inh: growth inhibition of WT yeast, mitochondrial fusion screen | mitochondrial fusion phenotypic screen, WT strain | inhibition, % at 10 µM | 190,000 compounds, 2.1% hits; in the data active = inhibition above about 58%; tested in S. cerevisiae
GPR35 arrestin U2OS: inhibition of zaprinast-stimulated GPR35 beta-arrestin translocation – imaging, U2OS, beta-arrestin-GFP, zaprinast agonist, primary screen (AID 2058); inhibition, % at 10 µM; hits with a dose series show IC50 in µM; 290,000 compounds, 0.052% hits; U2OS GPR35 beta-arrestin-GFP translocation imaging, zaprinast antagonism; higher % means a stronger effect;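 active = inhibition of at least 50% with at least 30 cells and total cytoplasm GFP at most 10,000,000; inconclusive = under 30 cells or total GFP of 10,000,000 plus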
Dengue-2 NS5 capping: Dengue-2 NS5 methyltransferase inhibitors, primary screen, biochemical, confirmation dose response (AID 588689) | Dengue-2 NS5 methyltransferase capping enzyme assay, biochemical; higher % means a stronger effect | one-dose inhibition, % at 25 µM; IC50 in µM for titrated hits | 340,000 compounds, 0.3% hits; in the data active = a potency from the dose series; inconclusive = inhibition above about 29% without an active follow-up result
AID2073: inhibitors of Mint1-CaV2.2 protein interaction, biochemical, HTRF (AID 2073). one-dose inhibition, % at 20 µM; IC50 in µM for titrated hits. HTRF protein-protein interaction, Mint1-CaV2.2; higher % means a stronger effect. 290,000 compounds, 0.19% hits; in the data active = inhibition mostly above about 51%, no sharp cut-off; inconclusive = no clear call, values can overlap the other calls; inactive = mostly below about 53%; note: some results filed as inactive read as strong as hits
NTR1 agonist: agonists of NTR1, primary screen, imaging, U2OS cells, beta-arrestin-GFP, high content (AID 493036). P30989. NTR1-U2OS beta-arrestin-GFP spot imaging, agonist mode. activation, % at 20 µM. 330,000 compounds, 0.17% hits;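 active = activation at or above 40% of the spot to cytoplasm intensity ratio, with at least 20 cells analyzed; inconclusive = wells under 20 cells, flagged as cytotoxic or low count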;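 note: 0% = DMSO without peptide and 100% = 100 nM NTR1 peptide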
Target sequence (P30989 whole entry, looked up): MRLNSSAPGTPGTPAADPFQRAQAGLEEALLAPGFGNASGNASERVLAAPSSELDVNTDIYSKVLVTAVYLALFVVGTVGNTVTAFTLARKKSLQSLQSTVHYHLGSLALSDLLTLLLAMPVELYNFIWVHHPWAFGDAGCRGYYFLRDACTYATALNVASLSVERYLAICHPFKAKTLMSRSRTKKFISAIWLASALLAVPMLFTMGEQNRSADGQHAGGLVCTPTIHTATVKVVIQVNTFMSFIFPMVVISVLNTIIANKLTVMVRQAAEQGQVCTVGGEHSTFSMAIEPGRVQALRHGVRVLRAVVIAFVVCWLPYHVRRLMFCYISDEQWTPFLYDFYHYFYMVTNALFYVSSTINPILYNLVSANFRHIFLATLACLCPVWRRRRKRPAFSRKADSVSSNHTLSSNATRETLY
Autophagy mod: modulators of autophagy. MEF GFP-LC3 puncta imaging; test concentration mostly 10 µM. calls only at 10 µM (by protocol). 190,000 compounds, 0.98% hits;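 active = percentage of spot-positive cells more than 3 SD above its plate mean, without a fluorescence outlier flag or 80% toxicity; inconclusive = no clear call, values can overlap the other calls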;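 note: spot-positive cell cutoff set from DMSO-treated cells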
WT yeast gro inh mutant strain: further read-out of WT yeast gro inh, marked with its call; inhibition, %; mitochondrial fusion phenotypic screen, mutant strain inhibition
Autophagy mod cell loss 18 h: recorded beside Autophagy mod, whose call it bears; toxicity, %; measured here: cell loss, nuclei count;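 cell loss after 18 h compound exposure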
NTR1 agonist cell count 20 µM: also measured in NTR1 agonist; calls as there; cell count; measured here: cell count, cytotoxicity flag
* = called active by the depositor; i = inactive; ? = inconclusive; · = not tested or not shown; + = active, no number; & = joins results of further samples; [ ] = another dose, or the depositor's remark.

SMILES | RSV CPE inhibition | LYP phosphatase | K1F lysis inhibition | WT yeast gro inh | WT yeast gro inh mutant strain | GPR35 arrestin U2OS | Dengue-2 NS5 capping | AID2073 | NTR1 agonist | NTR1 agonist cell count 20 µM | Autophagy mod | Autophagy mod cell loss 18 h
COc1cccc(NC(=O)NCCc2ccc(Cl)cc2)c1 | 1.9% | 1% | -0.7% | 12 | 11 | 1% | -3% | 22% | -0.7 | 86 | i | 8
CNC(=O)/C(=N\O)c1ccccc1 | · | -9% | · | -9 | 5 | 0% | · | -5% | -2.0 | 68 | i | -13
CCNC(=S)NC1CC2CCC(C1)N2Cc1ccccc1 (centres undefined) | -2.4% | -4% | -0.7%[50 µM] | 4 | 10 | 9% | -6% | -13% | 0.5 | 48 | i | 1
COc1ccc(C[C@H]2CN3C(=NC[C@@H]3Cc3ccc(O)cc3)N2CCNC(=O)c2ccc(C)c(Br)c2)cc1 | -2.7% | -10% | -0.4% | -4 | -2 | -3% | -8% | 22% | 22 | 81 | i | 55
CC1Cc2cc(S(=O)(=O)CCC(=O)N3CCN(c4ccccc4)CC3)ccc2N1C(=O)C1CC1 (centres undefined) | 15% | -12% | 0.2% | · | · | 4% | -5% | 8% | -0.6 | 60 | · | ·
Cc1nc2c(c3c1[nH]c1ccccc13)C(=O)CC(C)(C)C2 | 0.9% | -7% | 5.0% | 7 | 37 | 19% | -8% | 14% | 5.5 | 46 | i | -23
CN1CCC(N(C)C(=S)NC(=O)c2cc(-c3cccc(Br)c3)nc3ccccc23)CC1 | -1.8% | -4% | 0.4% | 38 | 28 | -1% | -2% | 10% | -1.1 | 54 | i | 26
O=C(CN1C(=O)c2ccccc2C1=O)OCC(=O)N1CCc2ccccc2C1 | 0.7% | 2% | 1.3% | 7 | 8 | -2% | -8% | 50% | -0.6 | 36 | i | -50
C[C@@H]1CC=C[C@H]2[C@H]1C(=O)N(Cc1ccccc1)[C@H]2c1ccc(-c2ccc(N(C)C)cc2)cc1F | 2.2% | 9% | 2.0% | · | · | -4% | 1% | ? | -5.0 | 65 | · | ·
CCNC(=S)NNC(=O)c1csc(C)c1 | 12% | 4% | 0.9% | -10 | -11 | -6% | -4% | -28% | -1.3 | 53 | i | 10
Oc1c(C(c2ccccc2)N2CCCCC2)sc2ncnn12 (centres undefined) | 1.4% | -3% | 3.1% | 4 | 2 | -1% | -1% | 11% | -2.8 | 47 | i | -15
N#Cc1cccc(NC(=O)Cc2ccsc2)c1 | 0.8% | -10% | 0.2% | · | · | -21% | 2% | 5% | -0.2 | 49 | · | ·
O=C(Nc1ccccn1)c1cc(-c2ccc(Cl)s2)nc2ccccc12 | 4.3% | · | -0.1%[50 µM] | · | · | · | -8% | · | -1.9 | 83 | · | ·
Cc1ccccc1Cn1c(=O)n(CC2CCC(C(=O)NCCc3ccccc3)CC2)c(=O)c2ccccc21 (centres undefined) | 0.3% | -5% | 2.7% | -1 | -15 | 3% | 1% | 9% | · | · | i | -2
COC(=O)c1ccsc1NS(=O)(=O)c1ccccc1 | 0.9% | -10% | -0.1%[50 µM] | · | · | 1% | -8% | -4% | -0.8 | 64 | · | ·
Cc1c(C)c2ccc(OCC(=O)N(C)C3CCS(=O)(=O)C3)c(C)c2oc1=O (centres undefined) | 0.2% | -14% | -0.3% | · | · | -5% | -1% | 5% | 0.0 | 72 | · | ·
CN1CC(=O)N(CC(=O)NCc2ccc(F)cc2)c2ccccc2C1=O | 0.9% | 0% | 0.7% | -12 | 8 | 20% | -1% | 3% | -2.2 | 48 | i | -6
COC(=O)CNC(=O)C1CCCN1C(=O)OC(C)(C)C (centres undefined) | -0.6% | -6% | 0.1% | -6 | -25 | -6% | -4% | -2% | -0.4 | 71 | i | 4
CC(C)c1ccc(N(CC(=O)NCc2ccco2)C(=O)CCC(=O)Nc2ccccn2)cc1 | 0.0% | -7% | -0.2% | · | · | -16% | 1% | 6% | 2.8 | 51 | · | ·
CCc1ccc(OCC(=O)NCCOc2ccccc2)cc1 | · | -2% | 4.1% | 12 | 2 | 2% | 0% | -5% | 0.2 | 78 | i | -8

In a second layout: 6 of the compounds above
The line under a structure holds: RSV CPE inhibition | LYP phosphatase | K1F lysis inhibition | WT yeast gro inh | WT yeast gro inh mutant strain | GPR35 arrestin U2OS | Dengue-2 NS5 capping | AID2073 | NTR1 agonist | NTR1 agonist cell count 20 µM | Autophagy mod | Autophagy mod cell loss 18 h
Oc1c(C(c2ccccc2)N2CCCCC2)sc2ncnn12 (centres undefined)
→ 1.4% | -3% | 3.1% | 4 | 2 | -1% | -1% | 11% | -2.8 | 47 | i | -15
COC(=O)CNC(=O)C1CCCN1C(=O)OC(C)(C)C (centres undefined)
→ -0.6% | -6% | 0.1% | -6 | -25 | -6% | -4% | -2% | -0.4 | 71 | i | 4
N#Cc1cccc(NC(=O)Cc2ccsc2)c1
→ 0.8% | -10% | 0.2% | · | · | -21% | 2% | 5% | -0.2 | 49 | · | ·
CC(C)c1ccc(N(CC(=O)NCc2ccco2)C(=O)CCC(=O)Nc2ccccn2)cc1
→ 0.0% | -7% | -0.2% | · | · | -16% | 1% | 6% | 2.8 | 51 | · | ·
CCc1ccc(OCC(=O)NCCOc2ccccc2)cc1
→ · | -2% | 4.1% | 12 | 2 | 2% | 0% | -5% | 0.2 | 78 | i | -8
COC(=O)c1ccsc1NS(=O)(=O)c1ccccc1
→ 0.9% | -10% | -0.1%[50 µM] | · | · | 1% | -8% | -4% | -0.8 | 64 | · | ·

Additional entries:
SMILES | RSV CPE inhibition | LYP phosphatase | K1F lysis inhibition | WT yeast gro inh | WT yeast gro inh mutant strain | GPR35 arrestin U2OS | Dengue-2 NS5 capping | AID2073 | NTR1 agonist | NTR1 agonist cell count 20 µM | Autophagy mod | Autophagy mod cell loss 18 h
O=S(=O)(Nc1ccc(O)c(Sc2nc3ccccc3s2)c1)c1cccc2ccccc12 | 14% | -4% | -0.7%[50 µM] | 69* | 14* | -12% | -1% | 2% | 4.5 | 47 | i | -1
Cc1nnc(NC(=O)c2ccc(S(=O)(=O)N3CCCCCC3)cc2)o1 | -0.3% | -6% | 0.9% | 30 | 20 | 4% | -1% | -4% | -0.5 | 57 | i | 0
O=C(C(=O)N1CCN(c2ccc(F)cc2)CC1)c1cn(CC(=O)N2CCOCC2)c2ccccc12 | 2.4% | -4% | 1.1% | · | · | 3% | 1% | 11% | 0.2 | 62 | · | ·
CCN(CC)C(=O)CSc1nnc(-c2c[nH]c3ccccc23)o1 | 1.1% | -6% | 2.6% | · | · | 5% | -2% | 6% | -0.1 | 54 | · | ·
Cc1ccc(NS(=O)(=O)c2ccc(-c3ccc(=O)[nH]n3)o2)cc1Cl | 0.4% | 0% | 0.2% | · | · | 12% | -5% | 13% | -0.7 | 52 | · | ·
O=C(c1ccccc1)N1CCN2C(=O)c3ccccc3C12c1ccc(Cl)cc1 (centres undefined) | 11% | -3% | 0.2% | -9 | -1 | -1% | -6% | 0% | 3.7 | 57 | + | 2.7*
CC(C)OCCCNc1ncc2c(n1)CC(c1ccc(N(C)C)cc1)CC2=O (centres undefined) | -1.0% | 0% | -0.3% | 32 | 45 | -2% | -5% | -14% | 2.0 | 45 | i | 9
CCN1CCSc2ccc(C(=O)NCc3ccc(OC(C)C)cc3)cc21 | 2.5% | -5% | -0.7% | · | · | 9% | -1% | 26% | 1.3 | 94 | · | ·
COc1ccc(Oc2nc3c(c(=O)n(C)c(=O)n3C)n2Cc2cccc(OC)c2)cc1 | 1.4% | -6% | 2.0% | 29 | -10 | -8% | 1% | 18% | 5.0 | 63 | i | -6
Cc1cc(C)cc(C(=O)/C=C2\NC(=O)CS2)c1 | 1.2% | -7% | 0.6% | -9 | -8 | 5% | 0% | 11% | -0.5 | 48 | · | ·
COc1ccc2oc(=O)c(-c3nnc(NCc4ccco4)s3)cc2c1 | 3.1% | -9% | -0.1% | -4 | -11 | 13% | 7% | ? | 2.8 | 78 | + | -14*
COC1CCCCC1NS(=O)(=O)c1ccc(Cl)cc1 (centres undefined) | 0.5% | -2% | 0.0% | 1 | 2 | 6% | -3% | ? | 0.7 | 83 | i | 1
COc1ccccc1C(CNC(=O)C1CC(=O)N(Cc2ccccc2)C1)N1CCCC1 (centres undefined) | 1.9% | · | -0.2%[50 µM] | · | · | · | -4% | · | 0.6 | 46 | · | ·
Cc1ccc(S(=O)(=O)NC(C)C(=O)Nc2ccc(C(N)=O)cc2)cc1 (centres undefined) | 2.5% | -10% | 2.2% | -9 | 25 | 4% | -1% | 24% | 0.2 | 93 | i | -11
O=C(CN1C(=O)NC2(CCCCCC2)C1=O)c1ccc(Cl)cc1 | 1.8% | · | 0.0%[50 µM] | · | · | · | -16% | · | 0.4 | 41 | · | ·
Cc1[nH]c2ccccc2c1C(=O)Cn1c(=O)oc2ccccc21 | 0.8% | 3% | -0.9% | 6 | -18 | -4% | -1% | 3% | 1.8 | 66 | i | -13
O=C1COc2ccc(C(=O)c3ccccc3C(=O)O)cc2N1 | 3.1% | -2% | 1.3% | -7 | -12 | 2% | -9% | 0% | 0.3 | 65 | i | 5
COC(=O)c1ccc(OC(=O)c2cccnc2)cc1 | 2.4% | 0% | 2.5% | -6 | 23 | -5% | -1% | -2% | -0.9 | 45 | i | 15
O=S(=O)(c1cccc(C(F)(F)F)c1)N(CCCN1CCOCC1)Cc1cccs1 | -0.4%&-1.9% | -10%&-2% | -6.0%&0.0% | 0&4 | 14&9 | 4%&-12% | -2%&-6% | -8%&-8% | 0.2&-0.1 | 52&29 | i | 49&-4
COc1ccc(-c2oc(NC(=O)CSc3nncn3C)c(C#N)c2-c2ccc(OC)cc2)cc1 | 4.7% | -3% | 3.3% | 2 | 7 | -18% | -3% | -9% | 3.7 | 96 | i | 3
O=C(NC(=S)Nc1cccc(CO)c1)c1ccc(-c2ccccc2)cc1 | 15% | 9% | 4.4% | 10 | 4 | -9% | -1% | 49% | 8.7 | 62 | i | 4
Cn1nccc1C(=O)N1CCC(Cc2ccccc2)CC1 | 2.5% | -13% | -0.1% | · | · | -3% | -5% | -5% | -0.8 | 56 | · | ·
CCOC(=O)N1CCC(NC(=O)c2cc(S(=O)(=O)N3CCc4ccccc43)cn2C)CC1 | 17% | -6% | 0.1% | 7 | 17 | 3% | -15% | 6% | 0.8 | 83 | i | 9

No enrichment for hits, and some 2.6% of all compounds hit somewhere here.
